# Hsp70 activator: Hsp70 transcriptional activators, primary screen, cell-based, HeLa, Hsp70 promoter luciferase, luminescence, 10 µM. HeLa Hsp70 promoter luciferase reporter; scaled: vehicle 0, proteasome-inhibitor control 100%. activation, % at 10 µM. actives 0.04% (n = 200,000). AID 1203, 2008;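 active = activation above the mean across all tested compounds plus 3 SD, cutoff set per campaign, cut at about 5.5% in these data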;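 note: 100% = MG132 at 30 µM as the positive control and 0% = DMSO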
# Redox H2O2 prof: compounds producing H2O2 with reducing agent – biochemical, NIH compound library profiling, artefact control for MLSCN library redox annotation, primary screen. activation, % at 10 µM. AID 878, 2007. actives 0.03% (n = 200,000). DTT-dependent redox cycling H2O2, phenol red/HRP absorbance; 100% = 100 µM peroxide control, 0% = buffer;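 active = activation of at least 50% relative to the plate's high and low controls in the primary single-dose screen; inactive = activation below 50%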;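 note: compound incubated with DTT at 0.8 mM final as the reducing agent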
# APP 5'UTR act: activators of APP 5'UTR luciferase reporter, primary screen, SH-SY5Y cells. SH-SY5Y APP 5'UTR luciferase reporter, luminescence; zero percent = DMSO vehicle wells. activation, % at 2 µM. actives 1% (n = 190,000);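 active = activation above a set limit, based on mean plus 3 SD of controls, cut at about 140% in these data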; note: values of inactives mirror those of a sister screen read the other way
# STAT1 activator: STAT1 signaling activators, primary screen, cell-based, HTS, luciferase reporter; AID 932, 2007; activation (% of control), % at 5.5 µM; NIH 3T3 STAT1-luciferase reporter, IFN-gamma, luminescence; 100% = IFN-gamma alone, no compound; actives 2.6% (n = 200,000);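 active = activation above the screen-wide mean activation plus 3 SD, cut at about 130% in these data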;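 note: raw ratio to IFN-gamma control signal so 100% means no change and 0% no light; values of inactives mirror those of a sister screen read the other way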
# STAT1 blocker: STAT1 signaling inhibitors, primary screen, cell-based, HTS, luciferase reporter; NIH 3T3 STAT1-luciferase reporter, IFN-gamma, luminescence; inhibition, % at 5.5 µM; actives 0.35% (n = 200,000); AID 920, 2007;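 active = inhibition above a set limit, the mean inhibition across all tested compounds plus 3 SD, cut at about 34% in these data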;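 note: 0% = IFN-gamma with DMSO and 100% = IFN-gamma with 300 µM nifuroxazide; values of inactives mirror those of a sister screen read the other way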
# STAT3 act: IL-6 driven STAT3 reporter potentiators, primary screen, U3A cells, luciferase, luminescence, MLSCN library | IL-6 STAT3-luciferase reporter; 100% = signal with IL-6 EC80 alone | activation (% of control), % at 5.6 µM | actives 0.91% (n = 190,000) | AID 871, 2007;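 active = activation above the screen-wide mean of compound activation plus 3 SD, cut at about 130% in these data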;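 note: 0% = background luminescence of wells with medium and substrate only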
#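 Material: human U3A cells carrying STAT3-luciferase construct. Measured by: reporter luminescence signal. Timing: compound 1 h, then IL-6 6 h at 37 °C.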
# HMGR II inh: inhibitors of E. faecalis class II HMGR, primary screen, biochemical, Enterococcus faecalis; inhibition, % at 10 µM; purified E. faecalis HMGR, NADPH absorbance 340 nm kinetic; HMG-CoA reductase (Enterococcus faecalis, mvaE); actives 0.41% (n = 190,000);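 active = inhibition above a set limit, the median over all tested compounds plus 3 SD, cut at about 9.5% in these data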;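 note: enzyme runs in reverse so mevalonate oxidation gives rising NADPH absorbance; 0% = complete reaction with DMSO and 100% = background rate lacking mevalonate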
# STAT3 blocker: IL-6 driven STAT3 reporter inhibitors, primary screen, U3A cells, luciferase, luminescence, MLSCN library. IL-6 STAT3-luciferase reporter; host cell line lacks STAT1. inhibition, % at 5.5 µM. actives 0.89% (n = 190,000). AID 862, 2007;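 active = inhibition above the mean inhibition across all screened compounds plus 3 SD, cut at about 44% in these data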;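 note: 0% = DMSO only wells and 100% = 100 µM nifuroxazide control wells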
# TLR4 MyD88 comp: inhibitors of TLR4-MyD88 association in cells, primary screen, cell-based, HeLa CL3-4, BLA complementation, FRET ratio; Toll-like receptor 4 (Homo sapiens) + Myeloid differentiation primary response protein …; HeLa CL3-4 TLR4/MyD88 BLA complementation; inhibition, % at 8.4 µM; actives 0.18% (n = 200,000); in the data active = inhibition above about 25%;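 note: 0% = vehicle and 100% = reference inhibitor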
# Target sequence (O00206 whole entry, looked up): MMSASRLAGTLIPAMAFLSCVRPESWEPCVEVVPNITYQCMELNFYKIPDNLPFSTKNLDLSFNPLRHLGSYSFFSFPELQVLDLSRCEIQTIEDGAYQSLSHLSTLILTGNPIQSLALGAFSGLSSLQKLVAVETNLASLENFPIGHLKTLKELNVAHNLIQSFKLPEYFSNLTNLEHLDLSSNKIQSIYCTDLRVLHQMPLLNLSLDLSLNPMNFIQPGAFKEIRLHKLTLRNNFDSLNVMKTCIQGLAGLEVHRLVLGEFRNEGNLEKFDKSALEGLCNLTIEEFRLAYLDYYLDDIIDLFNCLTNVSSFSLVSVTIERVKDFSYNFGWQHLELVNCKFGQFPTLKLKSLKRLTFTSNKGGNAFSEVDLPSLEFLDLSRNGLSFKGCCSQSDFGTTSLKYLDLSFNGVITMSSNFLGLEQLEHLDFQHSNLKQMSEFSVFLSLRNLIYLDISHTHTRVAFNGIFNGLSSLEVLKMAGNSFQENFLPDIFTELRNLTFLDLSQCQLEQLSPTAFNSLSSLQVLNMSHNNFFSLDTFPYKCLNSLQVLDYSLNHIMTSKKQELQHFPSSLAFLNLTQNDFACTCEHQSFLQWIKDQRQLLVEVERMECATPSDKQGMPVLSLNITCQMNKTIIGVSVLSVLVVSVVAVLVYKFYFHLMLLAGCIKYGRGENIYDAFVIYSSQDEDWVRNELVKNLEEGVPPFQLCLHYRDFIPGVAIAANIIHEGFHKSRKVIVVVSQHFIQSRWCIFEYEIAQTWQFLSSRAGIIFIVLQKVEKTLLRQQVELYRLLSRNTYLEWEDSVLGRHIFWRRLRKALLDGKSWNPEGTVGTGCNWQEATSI
# Target sequence (Q99836 whole entry, looked up): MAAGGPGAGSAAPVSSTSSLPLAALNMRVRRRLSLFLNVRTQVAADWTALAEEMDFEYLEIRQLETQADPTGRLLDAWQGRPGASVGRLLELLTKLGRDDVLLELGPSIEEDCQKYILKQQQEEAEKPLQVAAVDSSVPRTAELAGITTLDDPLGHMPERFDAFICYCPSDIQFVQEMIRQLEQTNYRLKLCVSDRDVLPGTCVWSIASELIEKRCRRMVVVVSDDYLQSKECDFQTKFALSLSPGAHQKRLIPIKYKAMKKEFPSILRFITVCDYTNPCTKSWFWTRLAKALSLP
# NF-kB expr up: activators of NF-kB expression in neurons, primary screen, cell-based, HTS; human neuronal cells, NF-kB reporter expression; hits give high values; fold change at 12.5 µM; actives 1.6% (n = 190,000); AID 1239, 2008; in the data active = fold change above about 3.3
# * = called active by the depositor; nt = no result given. An unsorted share of the library; about 5.6% have a hit in one of these screens.
SMILES,Hsp70 activator,Redox H2O2 prof,APP 5'UTR act,STAT1 activator,STAT1 blocker,STAT3 act,HMGR II inh,STAT3 blocker,TLR4 MyD88 comp,NF-kB expr up
CC1CC(C)CN(C(=O)c2ccncc2)C1 (configuration not stated),-0.5,0.4,10.9,106.3,-6.8,103.6,-9.4,1.9,10.2,1.01
Cc1ccc(-c2nc(C)sc2CC(=O)Nc2nnc(C)s2)cc1,-0.4,0.1,-30.1,93.0,7.2,103.2,-8.6,2.1,2.7,1.04
Cc1cc(C(=O)NCCCn2ccnc2)cs1,-0.4,-0.2,0.6,105.8,-9.4,97.0,3.0,7.3,-2.6,0.94
O=C(Nc1ccc(Cl)cc1)Nc1cc(S(=O)(=O)N2CCOCC2)ccc1N1CCCC1,-0.5,-0.3,-17.9,105.5,-6.5,102.6,-4.4,-1.8,1.8,0.87
CCN(CC(=O)Nc1ccc2c(c1)OCCO2)C(=O)c1cccc(S(=O)(=O)N2CCOCC2)c1,-0.3,1.8,12.3,98.7,1.4,100.2,-5.0,6.1,6.8,0.98
O=C(Nc1ccccc1Cl)O/N=C/c1ccncc1,0.1,2.0,-8.1,97.9,2.3,97.2,nt,13.4,-4.2,nt
COc1ccc(-n2ccnc2CN2CCCC(CO)(Cc3cccc(OC)c3)C2)cc1 (configuration not stated),0.3,-0.8,-10.6,82.7,17.6,108.5,-1.4,-4.4,2.5,0.82
COc1cc(C(=O)O/N=C2/C=C(C)C(=O)C=C2C)cc(OC)c1OC,0.3,0.1,4.6,93.9,6.7,104.1,-0.9,-9.5,-8.2,1.74
Cc1ccn2c(C(=O)CSc3ccc(Cl)cc3Cl)c(C)nc2c1,0.1,-0.5,3.6,105.8,-6.4,101.5,-3.8,-1.1,5.8,1.2
Cc1cc(/C=N/NC(=O)C(O)(c2ccccc2)c2ccccc2)c(C)n1-c1ccc(C(=O)O)cc1,-0.1,0.0,9.0,102.0,-2.2,99.0,-10.4,0.6,1.4,1.15
O=C(CSc1nnc2ccccn12)NCc1ccco1,-0.1,-0.6,12.9,109.2,-11.1,108.1,-3.1,-1.6,7.4,0.96
Cc1ccc(N2NC(=O)/C(=C/c3ccc(-c4ccc(Cl)c(C(=O)O)c4)o3)C2=O)cc1C,-0.2,-1.1,-8.3,108.8,-11.0,nt,-0.3,nt,-20.0,1.05
CC1C(=O)C(C)C(c2ccco2)NC1c1ccco1 (configuration not stated),-0.3,0.7,-0.2,111.2,-13.2,94.2,1.8,13.0,-4.9,1.14
S=c1[nH]nc(-c2ccc3ccccc3n2)n1-c1ccccc1Cl,-0.1,0.4,-5.2,89.8,11.4,106.9,4.9,-6.0,0.1,1
Cc1cc(C)c(NC(=S)N(CCN(C)C)Cc2cccs2)c(C)c1,0.0,-0.1,-7.0,106.0,-7.3,97.4,-4.5,14.2,-2.4,1.13
O=C(CN1C(=O)NC2(CCCCCCC2)C1=O)NCc1cccs1,-0.1,0.3,-0.2,106.2,-6.9,109.7,-0.6,-11.7,-14.1,1.14
CC(=O)Nc1ncc(Cc2ccc(Cl)cc2Cl)s1,-0.1,0.2,1.9,101.4,-2.5,99.3,-2.6,7.8,3.0,0.78
Cc1ccc(NC(=O)c2cc([N+](=O)[O-])ccc2NCc2cccnc2)cc1,0.0,2.6,-0.2,102.5,-2.7,91.3,-3.0,16.5,6.4,0.76
Cc1c(C(=O)NCc2ccccn2)oc2ccc(S(=O)(=O)N3CCC4(CC3)OCCO4)cc12,0.0,0.2,1.0,105.4,-4.0,99.3,-4.2,5.8,8.4,0.78
O=c1[nH]c(=O)n(Cc2ccco2)c2c1C(C(F)(F)F)(C(F)(F)F)N=C(Cc1ccccc1)N2,-0.1,1.7,0.3,98.8,1.3,104.0,-4.5,0.1,-11.0,0.48
COc1ccc(S(=O)(=O)n2nc(-c3cc(OC)c(OC)c(OC)c3)cc2N)cc1OC,-0.2,-0.1,-13.3,89.2,12.4,102.2,-4.3,-2.6,-3.9,0.86
O=C(CCCSc1nnnn1-c1ccccc1)c1ccc(F)cc1,-0.2,-3.9,13.9,100.0,0.0,92.6,-3.4,13.9,3.2,1.21
N#CC1=C(N)Oc2n[nH]c(-c3cccs3)c2C1c1ccncc1 (configuration not stated),0.0,-0.4,-2.3,92.9,7.3,99.7,2.6,7.9,2.8,1.13
COc1cccc(CN2CCN(S(=O)(=O)c3ccc(Br)cc3)CC2)c1,-0.2,0.6,-1.3,90.1,10.8,103.4,-1.2,1.8,-8.4,1.15
CCCCc1nc(NCCNC(=O)c2ccco2)c(C#N)c2c1CSC(C)(C)C2,-0.7,0.2,-10.3,92.6,12.0,102.7,-0.9,-2.0,3.5,0.5
COc1ccc(N(CC(=O)Nc2cc(C)ccc2C)S(=O)(=O)c2ccccc2[N+](=O)[O-])c(OC)c1,-0.1,-0.6,6.6,95.8,3.2,101.5,-2.0,2.8,-2.4,0.76
O=c1c2ccccc2nc2c3ccccc3c(NCc3cccnc3)nn12,-0.4,0.4,-4.7,96.0,2.2,92.3,2.3,14.0,7.6,1
COC(=O)NNC(=O)C12CC3CC(CC(C3)C1)C2,0.1,0.3,6.5,97.3,2.9,103.9,-1.1,-6.2,0.1,1.2
CC(=O)c1c(C)nc(-c2ccc(Cl)cc2Cl)n1O,-0.2,0.2,-11.7,97.0,3.2,100.0,1.0,5.9,2.9,1.11
COc1ccc(C(=O)Nc2cc3c(cc2C#N)OCO3)cc1S(=O)(=O)NCc1ccco1,-0.5,0.0,4.3,101.4,-1.6,101.9,3.2,2.2,5.0,0.77
Cc1cccc(N(C)c2cc(C)nc3nc(C)nn23)c1,-0.1,-0.2,-19.6,100.5,0.4,97.2,-1.9,3.7,5.2,1.1
Cc1ccccc1CS(=O)(=O)CC1(O)CCN(C(=O)c2cccc(C(F)(F)F)c2)CC1,-0.1,-3.5,8.0,102.2,-2.4,107.9,-0.1,-4.0,-4.7,1.22
O=C(NC(Cc1c[nH]c2ccccc12)C(=O)NCc1ccc(F)cc1)OCc1ccccc1 (configuration not stated),-0.4,0.4,8.5,107.4,-8.3,104.6,-4.8,-3.0,10.3,0.97
COc1ccc(C(=O)NNC(=O)CCCCC(=O)NNC(=O)c2ccc(OC)cc2)cc1,-0.3,-3.3,-16.1,106.6,-7.0,108.7,-6.8,-11.2,-4.0,1.16
COCCn1c(SCC(=O)Nc2cc(C)nn2-c2ccccc2)nnc1-c1ccncc1,-0.4,0.1,8.7,102.0,-2.2,102.2,0.9,-0.3,-1.1,1.01
C=CCn1c(SCc2ccc(Cl)cc2)nc2cc(C(=O)N3CCC(C(N)=O)CC3)ccc2c1=O,0.2,-0.1,-11.9,105.1,-5.7,97.4,-4.1,5.7,-8.8,1.19
COC(=O)Cn1nnc(-c2cccc(OC)c2)n1,-0.1,1.2,10.5,105.3,-5.8,100.7,-3.0,1.8,4.3,0.89
CC(C)N(C(=S)Nc1cc(S(=O)(=O)N2CCOCC2)ccc1Cl)c1ccccc1,-0.5,0.2,-13.5,102.5,-2.8,95.2,-5.5,8.0,-10.0,0.92
CC(C)NC(=O)c1noc2cc([N+](=O)[O-])ccc12,0.0,-1.5,-0.7,107.7,-8.6,102.4,-3.1,2.8,1.9,1.48
O=C(COc1ccc(S(=O)(=O)Nc2ccccc2)cc1)N1CCOCC1,0.2,0.6,-25.6,96.5,1.6,105.1,-10.0,-3.0,8.9,1.05
COc1ccc(CCNC(=O)CSC2=Nc3ccccc3C3=NC(C(C)C)C(=O)N23)cc1OC (configuration not stated),0.0,0.3,6.3,95.4,5.0,96.1,-1.5,5.3,1.1,0.99
Cc1ccc(NC(=O)CCC(=O)NNC(=O)C(C)(C)C)c(C)c1,-0.4,-0.6,-1.7,100.6,-2.8,108.2,0.8,-2.7,11.5,1.19
CS(=O)(=O)N(CC(=O)Nc1ccccc1)Cc1ccc(Cl)cc1,-0.6,0.2,15.5,99.7,0.3,101.2,-0.7,4.3,1.9,0.96
O=C(NN=C1CCC(c2ccccc2)CC1)c1ccccc1-n1cccc1 (configuration not stated),-0.3,0.7,1.6,105.6,-6.2,107.4,-0.6,-13.7,2.2,1.12
O=C(CCN(NC(=O)c1ccccc1)C1=NS(=O)(=O)c2ccccc21)NC1CCCCC1,-0.3,0.4,-6.5,100.0,0.1,104.7,-1.6,-8.3,-1.2,1
CC(=O)N1C(=O)/C(=C2\SC(=S)N(c3c(C)n(C)n(-c4ccccc4)c3=O)C2=O)c2ccccc21,0.2,0.7,10.3,100.1,-0.1,125.1,1.5,-29.6,-0.6,1.16
Cc1cccc(NCC(=O)N/N=C\c2ccccn2)c1,-0.2,-0.3,-2.2,103.6,-5.6,101.1,-7.2,1.0,1.5,1.15
O=C(N/N=C/c1cc([N+](=O)[O-])ccc1O)/C(=C\c1cccs1)NC(=O)c1ccccc1,-0.4,0.2,-4.8,91.4,9.7,97.2,-7.8,3.3,-3.1,0.82

# Reformatted with values under each structure: two of the compounds above.
# Values run as follows: Hsp70 activator | Redox H2O2 prof | APP 5'UTR act | STAT1 activator | STAT1 blocker | STAT3 act | HMGR II inh | STAT3 blocker | TLR4 MyD88 comp | NF-kB expr up
> CS(=O)(=O)N(CC(=O)Nc1ccccc1)Cc1ccc(Cl)cc1
→ -0.6 | 0.2 | 15.5 | 99.7 | 0.3 | 101.2 | -0.7 | 4.3 | 1.9 | 0.96
> O=C(NN=C1CCC(c2ccccc2)CC1)c1ccccc1-n1cccc1 (configuration not stated)
→ -0.3 | 0.7 | 1.6 | 105.6 | -6.2 | 107.4 | -0.6 | -13.7 | 2.2 | 1.12

# The list continues.
SMILES,Hsp70 activator,Redox H2O2 prof,APP 5'UTR act,STAT1 activator,STAT1 blocker,STAT3 act,HMGR II inh,STAT3 blocker,TLR4 MyD88 comp,NF-kB expr up
Cc1cc(C)n2nc(S(=O)(=O)N(C)Cc3ccccc3)nc2n1,-0.4,0.3,-2.2,102.6,-2.9,101.1,0.0,1.5,6.5,1.75
Cc1cc2c(c(=O)o1)C(c1cccs1)C(C#N)=C(N)O2 (configuration not stated),-0.7,-0.3,7.1,100.6,-0.7,93.5,-5.8,5.8,-1.4,1.16
Cn1c(=NC(=O)C2CCN(S(=O)(=O)c3cccs3)CC2)sc2ccccc21,0.6,-3.1,-4.5,102.3,-2.5,82.5,-5.3,23.7,-3.4,1.1
CN(C)/C=C/C(=O)c1ccc(-n2cccc2)cc1,0.0,-0.9,24.7,124.2,-26.7,76.4,-3.0,30.5,-3.0,2.01
CCOC(=O)N1CCC(NC(=O)C2CCN(C(=O)c3cc4oc(C)cc4n3Cc3c(F)cccc3Cl)CC2)CC1,-0.2,-0.4,3.5,89.1,11.9,105.0,0.1,3.9,-15.2,0.93
Cc1ccccc1CNC(=O)CC1C(=O)NCCN1CC1CCCCC1 (configuration not stated),-0.2,-1.0,9.6,102.5,-4.5,97.1,0.5,7.6,-7.7,0.86

# Screening data: PubChem BioAssay, several laboratories
